# LDHA block: qHTS assay for inhibitors of human lactate dehydrogenase; L-lactate dehydrogenase A chain (Homo sapiens), P00338; purified LDHA, NADH/diaphorase-resazurin fluorescence; stronger effect = lower value; activity change, % (values are at about 110 or 230 µM); 0.15% of 480,000 active; AID 1347041, 2019; in the data active = activity change below about -30%; inconclusive = mostly about -25% to -30%;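 note: plate controls were DMSO wells for no effect and wells without enzyme for full effect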
#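 LDH5 2 nM; NADH 0.06 mM, pyruvate 0.2 mM; 200 mM Tris pH 7.4, EDTA, Tween-20; 5 min RT. Detection: diaphorase 0.133 mg/mL + resazurin 37 µM, fluorescence ex540/em590 at 0 and 20 min; normalized to enzyme-free and DMSO wells.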
# The depositor's hits bear a star; ? = inconclusive; & = joins results of further samples. Not all compounds are listed. The share of hits here may be higher or lower than overall.
structure | LDHA block
COc1cc(OC)c(NC(=O)NC(C(=O)N2CCc3ccccc32)c2ccccc2)cc1Cl (stereo not drawn) | 9.8
CN1CCOC(CNC(=O)Cc2ccccc2F)C1 (stereo not drawn) | 2.2
COC(=O)c1nc(NC(=O)c2ccc(Cl)cc2Cl)n[nH]1 | -5.7
Cc1cc(C)c(C)c(S(=O)(=O)N2CCCc3ccccc32)c1C | -0.8
COc1ccc2c(COC(=O)c3ccccc3C)cc(=O)oc2c1 | 5.8
COc1ccc(Cl)cc1C(=O)NC1CC(=O)N(c2ccc(F)cc2)C1 (stereo not drawn) | 2.4
COc1cc(/C=C/c2nc3c(ccc4ccccc43)s2)cc(OC)c1OC | 10.3
COc1cccc2c(C(C(=O)O)N3CCN(C(=O)OC(C)(C)C)CC3)c[nH]c12 (stereo not drawn) | -2.3
O=C(Cc1ccc(Br)cc1)Nc1cccc2ncccc12 | -0.7
CCc1sc(C(=O)OCc2ccc(C#N)cc2)cc1C | 3.7
COc1ccc(C2=Nc3ccccc3N(C(=O)c3ccncc3)C2C(=O)NC(C)(C)C)cc1 (stereo not drawn) | 5.7
O=C(C1=C(O)C(=O)N(CCc2ccccc2)C1c1ccco1)c1ccco1 (stereo not drawn) | 43.7
CCCCCCCCN1C(=O)[C@H](CC(=O)NCC23CC4CC(CC(C4)C2)C3)C[C@@]2(C(=O)OCC)CCC=C12 | 5.0
O=C(CSc1nc2ccccc2o1)Nc1cc(C(F)(F)F)cc(C(F)(F)F)c1 | 13.4
Cc1cc(C)c(OCC(=O)Nc2ccc(N3CCN(C(=O)C(C)C)CC3)cc2)c(Cl)c1 | 3.5
C=CCN(CC(F)(F)F)C(=O)c1ccc(NC(=O)NC(C)C)cc1 | -1.7
Cc1ccc2c(C(=O)O)cc(-c3ccccn3)nc2c1C | 3.3&3.0
Cc1nnc(NC(=O)C(Sc2ccccc2)c2ccccc2)s1 (stereo not drawn) | 0.7
Cc1cc(OC(=O)c2ccccc2F)cc(OC(=O)c2ccccc2F)c1 | -6.4
Cn1c(=O)c2c(ncn2CC(=O)Nc2nc(-c3cccc4ccccc34)cs2)n(C)c1=O | -0.8
CCOC(=O)N1CCN(Cc2cc(=O)oc3cc(C)c(C)cc23)CC1 | 13.5
Cc1cc2c(cc1C)NC(CC(=O)Nc1ccc(C(F)(F)F)cc1)C(=O)N2 (stereo not drawn) | 14.5
Cc1ccccc1-c1noc(C(C)NC(=O)c2ccccc2F)n1 (stereo not drawn) | 0.6
Cc1ccc(-c2noc(CNc3ccc(Cl)c(Cl)c3)n2)cc1 | 0.3
CN(C)C(=O)C(Sc1nc2cc(S(=O)(=O)N3CCCCC3)ccc2o1)c1ccccc1 (stereo not drawn) | 0.0
O=C(NCc1ccc(F)cc1)C1(Cc2nc3ccccc3s2)CCCC1 | 13.9
Cc1cccc(Cc2c(C)nc(N3CCN(Cc4ccccc4)CC3)[nH]c2=O)c1 | 10.2
O=C(NC1CCOC1=O)C1CCCCC1 (stereo not drawn) | -6.2
N#C/C(=C/c1ccc(O)c(Br)c1)C(=O)Nc1ccccc1C(F)(F)F | 4.7
CCc1ccc(C2CC(=O)Nc3c2c(C)nn3-c2nncc(-c3ccc(F)cc3)n2)cc1 (stereo not drawn) | 5.5
CCOC(=O)c1cnc2c(OC)cccc2c1Nc1ccccc1C(=O)O | -11.1
N#Cc1cc2c(nc1N1CCN(C(C(=O)O)c3c[nH]c4ccc(Cl)cc34)CC1)CCCC2 (stereo not drawn) | -2.0
COc1ccc(Nc2ccc(NC(=O)Cn3cnc4c3c(=O)n(C)c(=O)n4C)cc2)cc1 | 3.4
O=C(O)C(=O)/C(=C/c1cccs1)c1ccc2ccccc2n1 | -5.0
C=CCNC(=S)NCCCOC | 2.5
N#Cc1c(N)n[nH]c1CCCCCNc1ncnc2c1cnn2-c1ccccc1 | 0.4
O=C(NC12CC3CC(CC(C3)C1)C2)c1cccc(F)c1 | 4.0
CSCCC(c1nc2ccccc2[nH]1)n1c(=O)c(-c2cc3ccccc3[nH]2)nc2ccccc21 (stereo not drawn) | -4.7
Cc1ccc2cc(CN(C(=O)c3ccccc3)c3ccccc3C)c(=O)[nH]c2c1 | -2.0
O=C(/C=C/c1cccs1)OC(C(=O)c1c[nH]c2ccccc12)c1ccccc1 (stereo not drawn) | -1.6
COc1cccc(CNS(=O)(=O)c2cc(-c3cnn4c(C)cc(C)nc34)ccc2OC)c1 | -5.3
CCOC(=O)c1c(C)[nH]c(C(=O)OC(C)C(=O)Nc2ncc(Cl)cc2Cl)c1C (stereo not drawn) | -2.7
COc1ccc(CNC(=O)CSc2nnc(C)n2C2CC2)cc1OC | 0.1
CCc1cccc(CC)c1NC(=O)C(Sc1ccccc1)c1ccccc1 (stereo not drawn) | 0.3
Nc1nc(CN2CCN(C(=O)CNC(=O)c3ccc(OC(F)F)cc3)CC2)nc2ccccc12 | -23.7
O=c1c2cnc3nc(C(F)(F)F)nn3c2ccn1-c1cc(Cl)ccc1Cl | 0.9
CC1CCc2sc(C(=O)OCC(=O)Nc3ccc([N+](=O)[O-])cc3C(F)(F)F)cc2C1 (stereo not drawn) | 7.3
Cc1cnc(C(=O)N(C)Cc2ccc(Br)o2)cn1 | -2.9
COC(=O)C1=C(C)Nc2nc3ccccc3n2C1c1ccc(OC)c(OC)c1 (stereo not drawn) | 8.4
O=C(N/N=C/c1ccc(Br)cc1)c1cccc(N/N=C/c2ccc(Br)cc2)c1 | 0.3

# Continued.
structure | LDHA block
O=C(Nc1ccc(-c2cnc(C3CC3)o2)cc1)c1ccc(F)cc1 | -13.0
O=C(CSc1nc2ccc(NC(=O)c3ccccc3F)cc2s1)Nc1ccccc1 | -6.5
CCc1ccc(NC(=O)c2ccc3c(Cl)c4c(nc3c2)CCCC4)cc1 | 8.0
Cc1ccc2c(CN3CCc4cc(S(N)(=O)=O)ccc43)cc(=O)oc2c1 | 2.3
Cn1c(=O)c2c(nc(SCC(=O)O)n2Cc2ccc(F)cc2Cl)n(C)c1=O | 1.6
C/C(=N/NC(=S)NCc1ccccc1)c1ccc(-c2ccccc2)cc1 | -0.5
CC1(C)CC(=O)C2=C(C1)N1CCc3cc4c(cc3C1=CC2c1ccc(F)cc1)OCCCO4 (stereo not drawn) | 9.9
O=C(NCCCN1CCCC1)C1CCNCC1 | 3.4
FC(F)(F)c1ccccc1/C=N/Nc1ccc(Cl)c(Cl)c1 | ?
CCOc1ccccc1CNC | 6.7
Cc1ccc(/C=N/NC(=O)C2CC2)s1 | 3.8
COc1ccc(-c2nnc(-c3ccco3)o2)cc1OC | 6.5
CC(C)NC(=O)Cc1cccs1 | -1.7
Cc1ccsc1C(=O)Nc1ccccc1Cc1ccccc1 | 7.0
CC(NC(=O)Nc1ccc(F)c(Cl)c1)c1ccc(Cl)s1 (stereo not drawn) | 0.3
CCCCn1c(=O)[nH]c(=O)c2c1nc(-c1ccncc1)n2CCC | -3.4
Cc1ccc(NS(=O)(=O)c2cccc(Cl)c2Cl)cc1S(=O)(=O)N(C)C | 1.0
CC(=O)N[C@@H](C(=O)O)C(C)C | 2.1
CCc1ccc(-c2cc(C)no2)cc1S(=O)(=O)Nc1cc(Cl)ccc1OC | 2.2
O=C(c1cc(-c2ccco2)[nH]n1)N1CCN(c2ccc(N3CCOCC3)nn2)CC1 | 0.3
Cc1ccc(NC(=O)CCCc2nc3ccccc3o2)cc1C | 6.0
CC(C)COC(=O)/C(=C/c1ccco1)NC(=O)c1ccccc1Cl | 5.7
Cc1csc(CNc2ncnc3ccc(-c4ccc5c(c4)OCO5)cc23)n1 | 0.8
COC(=O)c1nc2ccccc2nc1N1CCN(c2ccc(F)cc2)CC1 | 5.4
CCc1ccc2c(CN3CCCC3c3ccc(OC)cc3)cc(=O)oc2c1 (stereo not drawn) | 4.1
CC(=O)Nc1ccc(C)cc1S(=O)(=O)N1CCCCCC1c1sccc1C (stereo not drawn) | 3.9
CCCCn1c(N)c(N(CC)C(=O)Cn2c(CC)nc3ccccc32)c(=O)[nH]c1=O | 6.2
O=C(CSc1n[nH]c(-c2cc(Cl)ccc2Cl)n1)N1CCCC1 | -7.6
CC(=O)NCCNC(=O)c1cc2cc(C)ccc2nc1C | -1.8
CCN(c1ccccc1)S(=O)(=O)c1ccc(C(=O)OC2CCCCC2=O)cc1 (stereo not drawn) | ?
O=C1Cc2ccccc2C(=O)N1 | 14.7
O=C(CN1CCN(c2cnn(-c3ccccc3)c(=O)c2Cl)CC1)Nc1ccc2[nH]c(=O)[nH]c2c1 | 8.2
COc1cc(OC)c(NC(=O)C2CCCN(c3ccc4nncn4n3)C2)cc1Cl (stereo not drawn) | 3.6
CC1CN(C(=O)CCn2cnc3sccc3c2=O)CCO1 (stereo not drawn) | 1.1
CCOC(=O)c1cc2cc(Oc3ccccc3)ccc2n1C | 2.1
COc1ccc(C(=O)Nc2ccc3oc(-c4ccccc4F)cc(=O)c3c2)cc1 | 2.8
CCC1(CC)NC(=O)N(Cc2coc(-c3cccc(F)c3)n2)C1=O | 0.4
COc1ccc2[nH]c(C(=O)NCc3ccco3)cc2c1OC | -2.1
O=S1(=O)CC(N2CCCCC2)CN1Cc1cn(Cc2cccc(Cl)c2)nn1 (stereo not drawn) | -5.6
O=c1cc(-c2ccccc2)c2ccc(OCc3ccc(-c4ccccc4)cc3)cc2o1 | -3.2
CCCCN1C(=O)C(O)(CC(=O)c2c(C)n[nH]c2C)c2ccccc21 (stereo not drawn) | -2.4
COc1ccc(-c2cc(-c3nc(-c4cccc(Cl)c4)no3)[nH]n2)cc1 | -9.1
CC(C)C(NC(=O)c1cccc(S(=O)(=O)N(C)C)c1)c1ccc2c(c1)OCCCO2 (stereo not drawn) | 2.1
Cc1ccc(CNC(=O)Cc2c(C)c3cc(Cl)c(O)cc3oc2=O)cc1 | 5.9
CN1CCN(C(=O)Cn2nc(-c3ccc(Cl)cc3)c3ccccc3c2=O)CC1 | 4.1
COc1ccc(Cl)c(NC(=O)C2CC(=O)Nc3cc(-c4ccc(Cl)cc4)nn32)c1 (stereo not drawn) | -1.2
Cc1nc(C(C)Nc2ncnc3ccc(-c4ccc5c(c4)OCO5)cc23)cs1 (stereo not drawn) | -2.2
Cc1onc(-c2ccccc2Cl)c1C(=O)Nc1cccc(C(=O)NC2CC2)c1 | -0.9
CCOCCn1c(SCc2ccccc2Cl)nc2c1c(=O)[nH]c(=O)n2C | 2.4
CC(C)CN(C(=O)CSc1nc(CN2CCOCC2)nc2ccccc12)C1CCS(=O)(=O)C1 (stereo not drawn) | -0.9

# Later entries.
structure | LDHA block
CC(O)c1nc2ccccc2s1 (stereo not drawn) | -1.9
Cc1ccc2c(c1)C1(CC(=O)Nc3c1cnn3-c1ccc(C(F)(F)F)cc1)C(=O)N2 (stereo not drawn) | 2.8
Cc1ccc(-n2c(-c3ccccc3)cc(C=Nc3ccc(C)cc3C)c2-c2ccccc2)cc1 | 6.9
O=C(CCc1ncc(-c2ccccc2F)o1)NCCN1CCOCC1 | -1.7
O=C(O)CC(CNS(=O)(=O)c1ccc(I)cc1)c1ccccc1 (stereo not drawn) | 3.6
COc1ccc(Cn2cc(CN3CC(N4CC=CC4)CS3(=O)=O)nn2)cc1 (stereo not drawn) | -3.3
Cn1c(=O)c2c(nc(NCc3ccc(S(N)(=O)=O)cc3)n2Cc2ccccc2)n(C)c1=O | 8.3
Cc1ccc(NC(=O)CCN2CCN(Cc3ccccc3)CC2)cc1Br | 5.2
CCCCOc1ccccc1C(=O)Nc1ccc(OCC)c2ncccc12 | 8.8
COc1ccc(CCNC(=O)c2csc(NC3CC3)n2)cc1OC | 3.5
Cc1cc(C)cc(Oc2c(C(F)(F)F)oc3cc(O)ccc3c2=O)c1 | 1.6
COC(=O)[C@@H](C)NC(=O)NCC(c1ccccc1)c1ccccc1 | 1.0
COc1ccccc1-c1c(C)nn2c(SCC(=O)NCc3ccc(C)cc3)cc(C)nc12 | 3.7
CC[C@@H]1CC2=C(C(=O)OC(C)(C)O2)[C@@H](CC)O1 | -6.3
O=C(CSc1nnc(-c2cccc(S(=O)(=O)N3CCCC3)c2)o1)c1ccccc1 | 1.2
Cc1cc(OCc2nnc(SCc3cc(=O)c4cc(C(N)=O)ccc4[nH]3)n2C)cc(C)c1Cl | 5.3
CCC(CC)NC(=O)COc1ccc2ccc(=O)oc2c1 | 0.6
Cn1nc(C(=O)N2CCN(Cc3cccc4ccccc34)CC2)c2ccccc2c1=O | 2.7
O=C(Nc1ccccc1)Nc1cccc(-c2nnc(Cc3ccc4c(c3)OCO4)o2)c1 | 1.3
Cc1ccc(-c2cnc(SCC(=O)Nc3ccc(F)c(F)c3)o2)cc1C | 0.2
Cc1cc(-c2nc3ncccc3o2)ccc1NC(=O)CC12CC3CC(CC(C3)C1)C2 | -0.6
COc1ccc(S(=O)(=O)Oc2ccc3oc(=O)cc(-c4cc5cccc(OC)c5o4)c3c2)cc1 | -1.5
CCCn1c(C)cc(C(=O)CSc2nc3cc(S(N)(=O)=O)ccc3n2CC)c1C | -0.5

# A draw from above in order of formula weight, lowest first.
structure | LDHA block
CCC(CC)NC(=O)COc1ccc2ccc(=O)oc2c1 | 0.6
COC(=O)[C@@H](C)NC(=O)NCC(c1ccccc1)c1ccccc1 | 1.0
O=C(CCc1ncc(-c2ccccc2F)o1)NCCN1CCOCC1 | -1.7
Cn1nc(C(=O)N2CCN(Cc3cccc4ccccc34)CC2)c2ccccc2c1=O | 2.7
CCCn1c(C)cc(C(=O)CSc2nc3cc(S(N)(=O)=O)ccc3n2CC)c1C | -0.5

# Bioassay records (PubChem)
